Assay outcomes as filed in PubChem BioAssay.
KDM5B inhibitor: KDM5B demethylase inhibition | Potency, µM (highest dose often 57.7 µM), for the others: at the top dose activity change, negative = inhibition, hits mostly inhibitors | hit rate 2.6% among 220,000 | AID 1347165 | KDM5B demethylase, FDH-coupled NADH fluorescence (FDH is formaldehyde dehydrogenase) | Q9UGL1; active = well fitted inhibition curve with a large enough effect; inconclusive = small, poorly fitted or top-dose-only effect; inactive = no such curve, though single readings can be large or run the other way; note: 0% is about no effect; nearly all actives have a fitted effect of over 70% in size
Target sequence (Q9UGL1 whole entry, looked up): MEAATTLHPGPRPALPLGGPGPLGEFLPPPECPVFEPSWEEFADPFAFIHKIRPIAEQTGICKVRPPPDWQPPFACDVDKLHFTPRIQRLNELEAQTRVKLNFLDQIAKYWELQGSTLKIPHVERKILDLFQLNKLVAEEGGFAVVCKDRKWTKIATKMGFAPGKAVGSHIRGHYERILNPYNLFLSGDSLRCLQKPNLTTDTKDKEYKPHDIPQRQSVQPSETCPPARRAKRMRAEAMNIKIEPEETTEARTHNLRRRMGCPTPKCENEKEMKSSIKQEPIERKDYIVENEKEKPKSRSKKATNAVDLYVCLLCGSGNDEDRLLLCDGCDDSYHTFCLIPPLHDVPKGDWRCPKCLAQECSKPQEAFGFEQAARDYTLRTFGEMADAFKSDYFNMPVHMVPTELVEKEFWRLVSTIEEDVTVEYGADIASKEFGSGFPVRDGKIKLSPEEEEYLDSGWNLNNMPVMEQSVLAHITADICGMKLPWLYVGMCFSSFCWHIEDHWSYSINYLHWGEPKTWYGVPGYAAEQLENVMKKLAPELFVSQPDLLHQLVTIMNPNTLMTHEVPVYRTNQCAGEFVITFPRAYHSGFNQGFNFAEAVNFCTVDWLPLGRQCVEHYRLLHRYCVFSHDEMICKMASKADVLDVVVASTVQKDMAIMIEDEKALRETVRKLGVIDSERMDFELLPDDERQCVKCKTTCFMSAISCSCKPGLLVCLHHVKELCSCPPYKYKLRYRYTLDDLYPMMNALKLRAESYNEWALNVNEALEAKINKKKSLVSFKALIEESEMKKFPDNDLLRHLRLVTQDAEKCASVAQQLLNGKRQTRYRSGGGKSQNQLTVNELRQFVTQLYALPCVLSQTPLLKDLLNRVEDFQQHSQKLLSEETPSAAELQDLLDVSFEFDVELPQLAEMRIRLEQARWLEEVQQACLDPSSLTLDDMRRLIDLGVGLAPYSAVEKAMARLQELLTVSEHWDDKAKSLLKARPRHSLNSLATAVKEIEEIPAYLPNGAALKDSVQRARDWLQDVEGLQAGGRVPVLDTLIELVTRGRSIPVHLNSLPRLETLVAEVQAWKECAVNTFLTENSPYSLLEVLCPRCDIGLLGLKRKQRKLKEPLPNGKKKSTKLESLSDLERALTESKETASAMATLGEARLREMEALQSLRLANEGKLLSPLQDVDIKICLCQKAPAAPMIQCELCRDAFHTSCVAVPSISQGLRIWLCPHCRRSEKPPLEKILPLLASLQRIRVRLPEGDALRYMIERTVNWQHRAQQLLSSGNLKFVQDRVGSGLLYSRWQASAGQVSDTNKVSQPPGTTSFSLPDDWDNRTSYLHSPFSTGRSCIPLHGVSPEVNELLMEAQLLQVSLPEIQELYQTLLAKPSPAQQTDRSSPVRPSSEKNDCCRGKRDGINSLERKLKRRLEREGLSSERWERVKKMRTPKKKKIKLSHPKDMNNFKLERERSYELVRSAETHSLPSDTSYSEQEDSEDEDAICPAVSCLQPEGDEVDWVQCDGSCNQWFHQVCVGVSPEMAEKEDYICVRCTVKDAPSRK
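Compound dilutions met 200 nM (final) KDM5BΔAP for 10 min at room temperature before substrate addition. The substrate mix held 12.5 µM H3K4me3 with cofactors 25 µM α-ketoglutarate and 50 µM Fe²⁺. NADH signal gain over 30 min defined activity.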
* marks the source's active call; other numbers are inactive results; u = inconclusive; [ ] = another dose, or the depositor's remark. Potency is the fitted concentration of half-maximal effect. A portion of the library; the hit share may differ from the screen's.

SMILES | KDM5B inhibitor
CCOc1ccc(NS(=O)(=O)c2ccc3[nH]cc(C(=O)N4CCCC4)c(=O)c3c2)cc1 | -15%
CC1=C[C@@H](CNS(=O)(=O)c2ccccc2)[C@H](C(C)C)C[C@H]1Cc1nnc(-c2ccncc2)o1 | u
COc1ccc(C(=O)N2C[C@@H](F)C[C@H]2C(=O)N2CCOCC2)cc1 | 17%
COCCn1cnnc1SCc1ccc(Br)cc1 | 27%
COc1ccc(C(=O)N2CCc3nc(C4CC4)nc(-c4ccc(OC)cc4)c3CC2)cc1 | -6%[115 µM]
CCc1nn(-c2ccc(OC)cc2)c(Oc2ccccc2F)c1CCC(=O)N1CCSCC1 | -8%
CC(=O)c1cccc(NC(=O)c2c(N3CCCC3=O)c3cc(F)ccc3n2C)c1 | u
CC(C)(C)c1ccc(N2C(=O)[C@@H]3C[C@@H](NC(=O)[C@@H](O)c4ccccc4)CCN3C2=O)cc1 | 1%
C/C(=N/Nc1ccc(Cl)c(Cl)c1)c1ccc(Cl)c(Cl)c1Cl | 7%
CCc1c(C(=O)N2CCCN(C)CC2)csc1C | 5%
O=C1/C(=C/c2ccccc2Br)CCc2ccccc21 | -5%
Cc1cc(CN2CC(Oc3ccc(F)cc3F)C2)no1 | -13%[149 µM]
O=C(NCCc1ccccc1)c1n[nH]c(=O)c2ccccc12 | 2%
CCn1nccc1C(=O)N1CCCC(COc2ccccc2C(=O)NC(C)C)C1 (configuration not stated) | 16%
O=C(NC1CCCCC1)c1[nH]c2ccccc2c1Cl | -12%
Cc1ccc(C)c(NC(=O)c2ccc(=O)n(Cc3ccc(F)cc3)c2)c1 | u
Cc1ccc2[nH]c(=O)c(CCC(=O)NCc3ccco3)cc2c1 | u
COc1ccc2c(C)c(CCC(=O)NC3CCS(=O)(=O)C3)c(=O)oc2c1 (configuration not stated) | u
Cc1cccc(NC(=O)CSc2nnc(CNC(=O)c3cccc(C)c3)n2-c2ccccc2)c1 | 4%
CN(CC1CCOC1)S(=O)(=O)c1ccc(Br)s1 (configuration not stated) | 26%
COc1ncccc1CNC(=O)Cc1ccccc1Cl | 7%
CCOc1cccc(/C=C/c2ccc3cccc(O)c3n2)c1O | u
CC(C)n1c(SCc2ccccc2Cl)nc2c1c(=O)[nH]c(=O)n2C | 1%
CC1CCc2c(sc(NC(=O)c3ccccc3)c2C(=O)Nc2ccccc2)C1 (configuration not stated) | -21%
CCOc1ccccc1CNC(=O)Cn1c(=O)c2cccn2c2ccc(F)cc21 | -20%
CCN(c1cccc2ccccc12)S(=O)(=O)c1ccc(Cl)nc1 | -7%
Cc1noc(C)c1CCC(=O)N1CCCCCCNC(=O)CC1 | -20%
CCc1ccc(C(=O)Nc2ccccc2C#N)s1 | 4%
COc1c(C)cccc1C(=O)Nc1ccc2oc(=O)ccc2c1 | u
O=C(Cn1c(=O)nc(-c2ccccc2F)c2cc(Cl)ccc21)NCCCc1ccccc1 | u

Part of the list above in order of formula weight, ascending:
SMILES | KDM5B inhibitor
CCc1c(C(=O)N2CCCN(C)CC2)csc1C | 5%
CC(C)n1c(SCc2ccccc2Cl)nc2c1c(=O)[nH]c(=O)n2C | 1%
C/C(=N/Nc1ccc(Cl)c(Cl)c1)c1ccc(Cl)c(Cl)c1Cl | 7%

Among those listed so far, 4 contain a thiophene ring, fused or not.
SMILES | KDM5B inhibitor
CCc1c(C(=O)N2CCCN(C)CC2)csc1C | 5%
CN(CC1CCOC1)S(=O)(=O)c1ccc(Br)s1 (configuration not stated) | 26%
CC1CCc2c(sc(NC(=O)c3ccccc3)c2C(=O)Nc2ccccc2)C1 (configuration not stated) | -21%
CCc1ccc(C(=O)Nc2ccccc2C#N)s1 | 4%

Remaining list, next part:
SMILES | KDM5B inhibitor
Cc1nc(N2CCN(C)CC2)c(C#N)c2c1CCCC2 | u
N#Cc1cccc(C2CCN(C(=O)C3CCN(C(=O)C4CC4)CC3)CC2)c1 | -2%
C=CCNC(=O)NC(=O)CN(C)Cc1ccc(-c2ccc(Br)cc2)o1 | u
Cc1cc(C(=O)NNS(=O)(=O)c2ccccc2C(F)(F)F)nn1C(C)(C)C | -46%
COC[C@@H]1CN(Cc2cn(C)nc2C)C[C@H]1c1ccncc1 | 4%
COc1ccc(Nc2nc3ccccc3nc2NS(=O)(=O)c2ccc(C)cc2)cc1 | 12%
Cn1c([C@H]2CCN(C3CCCCC3)C2)nc2ccccc21 | u
Cc1cc(NC(=O)CSc2nc(N)c(NC(=O)c3ccco3)c(=O)[nH]2)no1 | 16%
Cc1nn(C)c(C)c1CCCN(C)C(=O)C1CCCN(Cc2cccnc2)CCC(=O)NCC1 (configuration not stated) | -10%
Cn1c([C@H]2CCN(S(=O)(=O)c3ccc(F)cc3)C2)nc2ccccc21 | -15%[86.2 µM]
CN(C)CCN(Cc1ccc(F)cc1)C(=O)c1cccc(S(C)(=O)=O)c1 | 14%
COc1cc(OC)c2cc(C(=O)NCC(=O)Nc3ccc4c(c3)OCCO4)n(C)c2c1 | u
Cc1cc(Nc2cccc(F)c2)nc(-c2ccccc2)n1 | u
c1cncc(COc2cc3c(cn2)NCCN(Cc2ccc4[nH]ccc4c2)C3)c1 | u
CCC12CN3CC(CC)(CN(C1)C3c1ccco1)C2=O (configuration not stated) | 11%
Cc1ccccc1CN1CCN(C(=O)c2sc(-c3ccc(F)cc3)nc2C)CC1 | 15%
O=C(CCN1CCN(c2ccccn2)CC1)Nc1ccc(F)c(F)c1 | 6%
COc1cc(/C=C/c2nc3ccccc3s2)ccc1OC(F)F | u
COc1ccccc1C(=O)N1CCCn2nc(C)c(-c3ccccc3-c3ccccc3)c21 | 11%[86.2 µM]
NC(=O)c1c(NC(=O)c2nc(SCc3ccccc3F)ncc2Cl)sc2c1CCCC2 | 13%
CCNC(=O)c1cnc2sc(N3CCCCCC3)nn2c1=O | u
COC(=O)c1ccccc1NC(=O)c1cn2c3c(ccc(Cl)c3c1=O)OC(C)C2 (configuration not stated) | -14%
COc1ccc(N(CC(=O)NCCc2ccccc2)S(=O)(=O)c2ccccc2)c(OC)c1 | -13%
Cc1noc(C)c1[S+](=O)([O-])N1CCn2c(nn(-c3ccc(Cl)cc3)c2=O)C1 | -17%[115 µM]
CCOc1ccc(-c2cc(C(=O)NCCc3ccc(Cl)cc3)c3ccccc3n2)cc1 | u
COc1cccc(NC(=O)CCC2CCN(C(=O)c3cc4ccccc4cn3)CC2)c1 | 17%
O=C(NCc1ccccc1Cl)C(=O)NCC(c1ccc2c(c1)OCO2)N1CCOCC1 (configuration not stated) | -1%
COc1ccccc1OCCNC(=O)C1Cn2cccc2C(=O)N1Cc1cccnc1 (configuration not stated) | -24%
CN(C)C(=O)N1Cc2ccccc2OC2(CCN(C(=O)Cc3cnc[nH]3)CC2)C1 | -13%[115 µM]
c1coc(CN2CC[C@H](c3nnc(-c4ccncc4)o3)C2)c1 | 0%[86.2 µM]
COc1ccc(S(=O)(=O)N2CCC(Oc3ccc(-n4cnnn4)cc3)CC2)cc1 | -3%
CC1(CCCCc2ccccc2)COc2ccc(C(=O)NCCN3CCOCC3)cc2N1 (configuration not stated) | 35µM*
CCOC(=O)COc1ccc2c(=O)c(-c3ccc(OC)c(OC)c3)coc2c1 | -8%
Cc1cc(C)c(C(=O)Cn2cnc3c2c(=O)n(C)c(=O)n3C)cc1C | 15%
Cc1cc(=O)n(CC(=O)N2CCCC(C)(c3ccccc3)C2)nc1C (configuration not stated) | 20%
CC1CCC(C(C)C)C(OCCC[N+](C)(C)C)C1 (configuration not stated) | 14%
Cc1c(Cl)cccc1NC(=O)C(C)NS(=O)(=O)c1ccc2c(c1)CCN2C(=O)N1CCCC1 (configuration not stated) | 17%
CC(C)c1nc2ccc(C(=O)Nc3ccccc3F)cc2o1 | -21%
CC(=O)Oc1cccc2cc(-c3nc(-c4ccccc4)no3)c(=O)oc12 | -26%
COc1cccc(C(=O)N2C[C@@H](CO)[C@H](c3nc(C4CC4)no3)C2)c1C | 8%
O=C(Cn1cnc2onc(-c3ccc(F)cc3)c2c1=O)N1CCN(c2ccc(F)cc2)CC1 | -14%
CNC(=O)N1CCC(C2CCN(C(=O)c3ccco3)C2)CC1 (configuration not stated) | 23%
N#Cc1ccccc1CSc1ncc(C(F)(F)F)cc1Cl | -11%
COc1ccc(OC)c(NC(=O)N2CC3CCCN3c3ccccc32)c1 (configuration not stated) | 12%
COCCNC(=O)[C@@H]1CCC[C@@H](NC(=O)c2ccno2)CN(C)C(=O)C1 | -9%[86.2 µM]
CCOc1ccc(NC(=O)Cn2c(N3CCc4ccccc4C3)nc(C)cc2=O)cc1 | u
COC(=O)[C@@H]1Cc2ncn(Cc3ccc(Cl)cc3)c2CN1S(=O)(=O)c1cccs1 | u
COc1ccc(C)cc1NC(=O)CNC(=O)CNc1cccc(Cl)c1F | 17%
CC(CC(=O)NCC1(N(C)C)CCCCCC1)NC(=O)c1ccccc1 (configuration not stated) | -9%
CCc1cccc(NC(=O)c2nccnc2N)c1 | -15%
O=C(Nc1ccc(F)cc1F)C12CC3CC(CC(Br)(C3)C1)C2 | -7%
COc1ccc(NC(=O)C/C(C)=N/NC(=O)c2cnccn2)c(OC)c1 | 22%
Cc1ccc(-n2nnc(C(=O)Nc3cc(F)ccc3F)c2C)cc1F | -7%
COc1cccc(-c2cc(C3CCN(C(=O)Nc4cc(Cl)ccc4C)CC3)[nH]n2)c1 | -29%
CCOc1ccc(C2Cn3nnc(-c4nc(-c5ccc(C(F)(F)F)cc5)no4)c3CO2)cc1 (configuration not stated) | -7%
Cc1ccc2occ(CC(=O)Nc3ccc(S(=O)(=O)N4CCC(C)CC4)cc3)c2c1 | 9%
CCN(Cc1ccc(Cl)s1)C(=O)CCc1cccs1 | 17%
Cc1nc2sc(C)c(C)n2c(=O)c1S(=O)(=O)N1CCN(c2ccccc2F)CC1 | -27%
CC(C)OC(=O)C1=C(N)Oc2c(oc(CO)cc2=O)C1c1ccc(F)c(F)c1 (configuration not stated) | 1%
O=C(CN1C(=O)C(c2ccc(F)cc2)=NC12CCCCCC2)Nc1ccccc1Cl | -27%

Going on with the list.
SMILES | KDM5B inhibitor
S=C(NCc1ccccc1)Nc1ccc(NC(=S)NCc2ccccc2)c(Cl)c1 | 12%
C=C(C)CN(C)C(=O)c1cc(CN2CCC(Cc3ccccc3)CC2)on1 | 11%
CCCCC(=O)Oc1ccc2c(C)cc(=O)oc2c1 | 324%[activator]
O=C(Nc1ccc(Cl)cc1)c1ccc(-n2cnc3ccccc3c2=O)cc1 | 6%
N#Cc1cccc(NC(=O)N2CCC3(CCCN(C4CCCC4)C3=O)C2)c1 (configuration not stated) | 36%[activator]
CCn1cc(CNC(=O)c2cc(-c3ccc(C)c(C)c3)nc3ccccc23)cn1 | u
CN(CC(=O)NCc1ccc2c(c1)OCO2)S(=O)(=O)c1ccc(Cl)cc1 | u
CC1CCN(S(=O)(=O)c2ccc3c(c2)c(=O)c(C(=O)NCc2ccc(Cl)cc2)cn3C)CC1 | -29%[11.5 µM]
O=[N+]([O-])c1ccccc1-c1ccc(/C=N/O)o1 | u
COc1cccc(C(=O)N2CCCC3(C2)Nc2cccnc2NC3=NCc2ccccc2)c1 (configuration not stated) | 28µM*
COc1cc(C#N)ccc1OC(=O)Cc1cc(OC)c(OC)c(OC)c1 | -6%
COc1cccc(-c2ncc3c(n2)OCCN(Cc2ccc(F)cc2F)C3=O)c1 | 35µM*
O=C(CCc1ncc(-c2ccccc2F)o1)Nc1ccc(F)cc1 | u
CC(C)=CC1C(C(=O)NCC2CN(CC(C)C)CCO2)C1(C)C (configuration not stated) | 16%
NC(=O)c1nsc(C(=O)N(CC(=O)NC2CCCC2)c2ccc(F)c(Cl)c2)c1N | u
O=C(O)CCC(=O)N1CCCC2(Cc3ccccc3N(C(=O)C3CCCC3)C2)C1 (configuration not stated) | -17%[115 µM]
O=C(/C=C/c1ccc(-c2c(Cl)cccc2Cl)o1)c1ccc(Cl)cc1 | u
CC(=O)Nc1cc(F)ccc1-c1csc(NC(=O)C2CCCC2)n1 | -4%
Cc1ccc(C)c(CN2C(=O)NC3(CCN(C(=O)c4ccccn4)CC3)C2=O)c1 | -16%
CCOc1ccc(CNC(=O)c2ccc3nc(Cc4ccc(OC)cc4)oc3c2)cc1OC | -2%
CC(C)N[C@@H]1CO[C@H](CNC(=O)c2ccncc2)[C@H]1O | 9%[115 µM]
Cc1nc2ccc(C(=O)NCCCN(C)C)cc2nc1C | 13%
Nc1nc(C2CC(O)C2)cc(N2CCC(OCc3ccccn3)CC2)n1 (configuration not stated) | 36%[activator]
Cc1cccc(Cn2c(SCc3ccc(C(=O)NC4CCCC4)cc3)nc3ccncc32)c1 | -3%
O=C(Nc1ccc2oc(-c3ccc4ccccc4c3)nc2c1)c1cc(Br)ccc1Cl | u
O=C(CCNC(=O)NCc1nc2c(cnn2-c2ccccc2)c(=O)[nH]1)NCc1ccccc1 | 10%
COc1ccc(Cc2nc3ccccc3n2Cc2ccccc2C)cc1 | u
Cc1cc(F)ccc1NC(=O)CN1C(=O)NC2(CCOCC2)C1=O | 20%
Cc1noc(-c2cn(C3CCN(C(=O)c4ccc(F)c(Cl)c4)CC3)nn2)n1 | 4%
Brc1ccccc1/C=N/Nc1ccc2ccccc2c1 | -12%
CC(=O)NNC(=S)NCc1ccc(C)cc1 | 25%
COCCNC(=O)CSc1nc2cc3c(cc2c(=O)n1CCCC(=O)NCCc1ccc(OC)c(OC)c1)OCO3 | -8%
